KCNQ2 block = KCNQ2 potassium channel inhibitors, primary screen, cell-based, CHO-K1, FluxOR thallium flux, B-score (AID 2156); O88943; 20 min; active compounds read low; B-score at 10 µM; actives 1.1% (n = 310,000);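 active means fluorescence ratio B-score at most minus 3 library SDs, with starting brightness B-score within 2 library SDs, cut at about -5.5 in these data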
Target sequence (O88943 whole entry, looked up): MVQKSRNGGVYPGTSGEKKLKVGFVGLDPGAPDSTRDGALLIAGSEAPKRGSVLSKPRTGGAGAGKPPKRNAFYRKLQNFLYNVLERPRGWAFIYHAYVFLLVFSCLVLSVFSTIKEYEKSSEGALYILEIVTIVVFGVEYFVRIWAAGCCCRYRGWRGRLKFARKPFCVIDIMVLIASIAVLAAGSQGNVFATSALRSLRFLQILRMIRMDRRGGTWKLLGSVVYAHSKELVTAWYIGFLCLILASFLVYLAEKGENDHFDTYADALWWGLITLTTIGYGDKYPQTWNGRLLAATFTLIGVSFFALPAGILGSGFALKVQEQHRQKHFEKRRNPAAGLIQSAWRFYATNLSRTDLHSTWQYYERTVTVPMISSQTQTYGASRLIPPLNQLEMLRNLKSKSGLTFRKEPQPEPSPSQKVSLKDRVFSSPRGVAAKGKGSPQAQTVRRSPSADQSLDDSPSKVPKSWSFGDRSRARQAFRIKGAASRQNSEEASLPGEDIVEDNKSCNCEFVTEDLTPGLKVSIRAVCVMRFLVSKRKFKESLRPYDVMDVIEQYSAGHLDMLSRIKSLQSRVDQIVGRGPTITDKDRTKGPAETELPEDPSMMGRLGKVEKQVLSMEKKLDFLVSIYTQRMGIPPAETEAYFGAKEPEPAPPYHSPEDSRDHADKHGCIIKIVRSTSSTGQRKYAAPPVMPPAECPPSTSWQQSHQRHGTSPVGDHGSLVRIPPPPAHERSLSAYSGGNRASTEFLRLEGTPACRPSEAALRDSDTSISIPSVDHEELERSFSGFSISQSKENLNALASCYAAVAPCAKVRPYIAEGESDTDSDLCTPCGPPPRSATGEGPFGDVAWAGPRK
Kir21 inh = blocks the mouse Kir2.1 inward-rectifier potassium channel | B-score at 10 µM | actives 0.85% (n = 310,000) | HEK293-Kir2.1, FluxOR thallium flux fluorescence; active compounds read low | P35561;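 active means fluorescence ratio B-score at or below minus 3 SD of library scores, with starting-brightness B-score within 2 SD, cut at about -4.2 in these data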;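 further: channel flux triggered by added potassium and thallium sulfate stimulus; B-score of peak minus minimum fluorescence over baseline after thallium stimulus; more negative B-score means stronger Kir2.1 block with less thallium influx; some compounds called inactive have numbers as strong as hits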
Starred values were filed as active, the others as inactive; i = inactive. Compounds were not picked by outcome (roughly 1.9% active in at least one column).

SMILES	KCNQ2 block	Kir21 inh
O=C(NNC(=O)c1nn(-c2ccc(F)cc2)ccc1=O)Nc1cccc(Cl)c1	i	-1.3
Cc1ccc(SCC(=O)N(C)CC(=O)Nc2cccc(F)c2)cc1	i	0.27
COC(=O)CN1C(=O)C(O)(CC(=O)c2cccc(Br)c2)c2ccccc21 (stereo unspecified)	i	-0.4
CCCCc1cc(=O)oc2cc(C)cc(OC(C)C(=O)NC(Cc3c[nH]c4ccc(O)cc34)C(=O)O)c12 (stereo unspecified)	i	-0.99
CC(C)CCNC(=O)NC(=O)COC(=O)C1=COCCO1	i	-0.02
C=CCn1c(=O)c(C(=O)Nc2ccc(C)cc2)c(O)c2ccccc21	i	-0.39
O=C(C1=C[C@@H](c2ccc3c(c2)OCO3)C[C@@H](OCc2ccc(CO)cc2)O1)N1CCOCC1	i	-1.1
COc1ccc2cc(CN(CC3COCCO3)S(=O)(=O)c3ccccc3)c(=O)[nH]c2c1 (stereo unspecified)	i	2.2
Cc1sc2nc(CSCC(=O)Nc3ccccc3C#N)[nH]c(=O)c2c1C	i	-0.12
Cc1cc(C)cc(NC(=O)NC2CCCCCCC2)c1	i	0.19
Cn1nc(-c2ccccc2)c2ncc(C(F)(F)F)cc21	i	0.73
Cc1nn(-c2ccc(N3CCOCC3)nn2)c(C)c1CCC(=O)Nc1ccc(F)cc1	i	0.17
CCOc1ccc(Nc2nc(N)nc(CN3CCN(c4ccccc4F)CC3)n2)cc1	i	-0.41
COC(=O)[C@H](CCSC)NC(=O)NC1CC1	i	0.03
COc1ccc(NC(=S)NCc2ccccc2Cl)c(OC)c1	i	-0.17
O=C(C1CCN(c2nc(-c3ccccc3)nc3c2CCC3)CC1)N1CCCC1	i	-2.3
CC(=O)N1CCN(CCN=CC2=C(O)CC(c3ccc(Cl)cc3)CC2=O)CC1 (stereo unspecified)	i	0.25
CCOc1cc(/C=N/NC(=O)c2ccc(NC(=O)C3CC3)cc2)ccc1O	i	0.14
CCCCCC(=O)Nc1ccccc1N1CCOCC1	i	-2.2
CS(=O)(=O)N1CCC(C(=O)NCc2ccc(F)cc2)CC1	i	0.46
Cc1cc(NC(=O)c2cc(-c3ccncc3)nc3c(C)cccc23)no1	i	-0.39
Cc1ccc(C(=O)NCC(=O)Nc2cccc(C(F)(F)F)c2)cc1	i	-0.35
Cc1cc(C)n2nc(SC(C)C(=O)NC3CCCCC3C)nc2n1 (stereo unspecified)	i	0.56
CC1Sc2ccc(S(=O)(=O)CCC(=O)N3CCc4ccccc43)cc2NC1=O (stereo unspecified)	i	0.92
Cn1nc(C(=O)OCC(=O)c2ccc[nH]2)c2ccccc2c1=O	i	-0.8
COc1ccc(CN2CCNC(=O)C2CC(=O)N(C)C2CCOCC2)c(F)c1 (stereo unspecified)	i	-2.1
COc1ccc(Oc2c(Cl)cnn(-c3ccccc3)c2=O)cc1	i	-1.4
Cc1ccc(S(=O)(=O)N/N=C\c2ccc3c(c2)OCO3)cc1C	i	-0.35
Cc1cccc(OCC(=O)Nc2cccc3nsnc23)c1	i	0.88
CCc1ccc(C(=O)NNC(=O)c2c(CC)noc2C)cc1	i	-0.41
Cc1ccc(C(=O)Nc2ccc(N3CCN(C)CC3)cc2)cc1C	i	0.26
CC1CC(C)CN(S(=O)(=O)c2ccc(NC(=O)C3CSC4(C)CCC(=O)N34)cc2)C1 (stereo unspecified)	i	-0.31
O=C(/C=C1\SC(=O)N(CC(=O)Nc2ccc(Cl)cc2)C1=O)Nc1ccc(F)cc1	i	-1.2
C#CCNC(=O)C1=C[C@H](c2cn(C(C)=O)c3ccccc23)C[C@H](OCc2ccc(CO)cc2)O1	i	-0.01
COc1cc(OC)cc(C(=O)Nc2cc(NC(=O)c3ccco3)ccc2OC)c1	i	-0.12
COc1cc(/C=C/C(=O)NCC2CCCCC2)cc(OC)c1OC	i	0.17
COc1ccc(S(=O)(=O)N2CCc3ccccc3C2)cc1	i	0.55
Cn1cc(S(=O)(=O)N2CCCC2)cc1C(=O)N1CCN(c2cccc(Cl)c2)CC1	i	-1.4
O=C(c1ccccc1)c1cccc[n+]1[O-]	i	0.74
CC(C)CC(NC(=O)CCl)c1ccccc1 (stereo unspecified)	i	-0.26
CCOC(=O)c1[nH]c2cc3c(cc2c1NC(=O)CN1CCCCC1C)OCO3 (stereo unspecified)	i	1.1
Cc1ccc(/C=N/NC(=O)c2cc(-c3ccccc3)nc3ccccc23)o1	i	1.1
Nn1cnnc1N/N=C\c1ccc(-c2ccccc2[N+](=O)[O-])o1	i	-0.16
CCc1ccc(N/C(N)=N/c2nc(CSc3ccccn3)cc(=O)[nH]2)cc1	i	2
CCCCn1c(N)c(N(CCC(C)C)C(=O)c2cc(S(=O)(=O)N3CCOCC3)ccc2F)c(=O)[nH]c1=O	i	-2.8
CCOC(=O)C1(CCc2ccccc2)CCN(Cc2ccccn2)CC1	i	0.16
CC(C)(C)c1nc(SCC(=O)N2CC(=O)Nc3ccccc32)c2ccccc2n1	i	0.01
CN(C)C(=O)c1ccc(-c2n[nH]c(=O)c3ccccc23)cc1	i	-1.3
Cc1[nH]n(-c2ccc(Cl)cc2)c(=O)c1C=Nc1ccc(S(=O)(=O)N2CCOCC2)cc1	i	-0.05
Cn1c(NC(=O)c2ccco2)c(-c2ccccc2Cl)c(=O)c2ccccc21	i	1.8
O=C(Cc1c(Cl)cccc1Cl)Nc1cccnc1	i	-0.72
Cn1ccnc1SCC(=O)Nc1ccc(Br)cc1C(F)(F)F	i	1.6
CC(C)CCNC(=O)[C@@H](NC(=O)c1c(F)cccc1F)C(C)C	i	-2.5
COc1cccc(-c2nnc(SCC(=O)Nc3ccc(OC)c(OC)c3)n2N)c1	i	0
COC(=O)C(C(=O)Nc1cc(C)on1)C1CCCCCC1 (stereo unspecified)	i	-0.25
COCCn1nnnc1C(C(C)C)N(Cc1cccnc1)Cc1cc2cc(OC)ccc2[nH]c1=O (stereo unspecified)	i	1.4
COc1ccccc1N1CCN(C(=O)c2ccc(S(=O)(=O)N3CCCCC3)cc2)CC1	i	-1.4
Cc1cccc(OS(=O)(=O)NC(=O)OCC2CCCN3CCCCC23)c1 (stereo unspecified)	i	0.92
COc1cccc(C2C(C(C)=O)=C(O)C(=O)N2CCc2c[nH]c3ccccc23)c1 (stereo unspecified)	i	-0.32
CCc1c(C(=O)N/N=C/c2sccc2C)nnn1-c1nonc1N	i	0.13
More records follow:
SMILES	KCNQ2 block	Kir21 inh
Cc1ccc(NCc2ccccc2O)cc1C	i	-0.24
CS(=O)(=O)OCCCCOS(C)(=O)=O	i	0.14
Cc1ccc(NC(=O)CSc2nc3ccccc3c(=O)n2CCCN2CCCCC2)cc1Cl	-7.9*	-3
CN(CCOC(=O)CN1C(=O)c2ccccc2C1=O)C1=NS(=O)(=O)c2ccccc21	i	0.2
CN(Cc1ccccc1)C(=O)COC(=O)c1cc(Cl)nc(Cl)c1	i	-0.12
COC(=O)c1ccc(NS(=O)(=O)c2cccc3cccnc23)cc1	i	0.15
Cc1ccccc1CN1C(=O)[C@@H]2Cc3c([nH]c4ccccc34)C(C)(C)N2C1=O	i	1.5
Cc1cc(S(=O)(=O)N2CCCCC2)ccc1OCC(=O)N1CCOCC1	i	0.65
COc1cccc(CN2CCN(Cc3c(C)nn(C(C)C)c3C)CC2CCO)c1 (stereo unspecified)	i	-1.2
CCNC(=S)Nc1cc(C)ccn1	i	-0.02
COc1ccc(C2c3[nH]c4ccccc4c3CCN2C(=O)c2cc3ncccn3n2)c(F)c1 (stereo unspecified)	i	-0.1
COc1ccccc1N1CCN(C(=O)CCC(=O)N2CCN(c3ccc(F)cc3)CC2)CC1	i	-0.06
Cc1c(C(=O)Oc2ccc(Cl)cc2)n(C)oc1=O	i	-0.02
Cc1ccc(CNC(=O)CCc2cn(C)c3ccccc23)cc1	i	1.6
O=C(NCc1ccco1)C1c2ccccc2Oc2ccccc21	i	-0.03
Cn1c(=N)n(CC(O)c2cccc3ccccc23)c2ccccc21 (stereo unspecified)	i	-4.4*
CSc1nnc(C)c(=O)n1COC(=O)COc1ccccc1C	i	-0.56
CC(=O)N[C@@H](Cc1c[nH]c2ccccc12)C(=O)NCc1ccccc1	i	-0.08
COc1ccc(/C=N/Nc2ccc(C(=O)O)cc2)c(OC)c1OC	i	-0.33
COc1cc(C(=O)Oc2ccc(C(=S)N3CCOCC3)cc2)cc(OC)c1OC	i	0.66

Single entries from the entries so far.
Reading of Cn1c(=N)n(CC(O)c2cccc3ccccc23)c2ccccc21 (stereo unspecified) in Kir21 inh: -4.4*
Reading of COc1ccccc1N1CCN(C(=O)CCC(=O)N2CCN(c3ccc(F)cc3)CC2)CC1 in Kir21 inh: -0.06

(more compounds)
SMILES	KCNQ2 block	Kir21 inh
CCn1c(SCC(N)=O)nnc1-c1ccc2[nH]c(C)c(C)c2c1	i	-0.01
CCOc1ccc2nc(N3CCCN(C(=O)Nc4ccccc4C)CC3)c(C#N)cc2c1	i	-0.46
Cc1cc2nc(C)n(CCCNC(=O)Nc3ccccc3)c2cc1C	i	-0.18
C=CCNC(=O)C1CC(=O)N(c2ccc(OCC(=O)Nc3c(C)cccc3C)cc2)C1 (stereo unspecified)	i	-0.57
CCn1c(C)nc2cc(C(=O)NNC(=S)Nc3ccc(C)cc3)ccc21	i	-0.21
Cc1cc(=O)[nH]c(NN)n1	i	0.11
CCCCCc1nc(-c2nonc2N)no1	i	-0.05
CC(Cc1cccnc1)NC(=O)CCc1nnc(-c2ccccc2)o1 (stereo unspecified)	i	-0.8
O=C(O)CC(NC(=O)CCC1CCCCC1)c1cc([N+](=O)[O-])ccc1Cl (stereo unspecified)	i	0.12
COc1cc(OC)cc(C(=O)Nc2cccc(NC(=O)c3ccccc3)c2)c1	i	0.24
COc1ccccc1NS(=O)(=O)c1cccc(C(=O)NNC(=O)c2ccc(O)c(Cl)c2)c1	i	0.76
O=S(=O)(NC(=NC1CCCCC1)c1ccccc1)c1ccc(F)cc1	i	0.56
O=C(c1cc(F)ccc1F)C1CCCN(C(=O)CCCN2CCCCC2=O)C1 (stereo unspecified)	i	-2.4
CN(C)S(=O)(=O)c1cccc(NC(=S)N/N=C/C(c2ccccc2)c2ccccc2)c1	i	0.36
Cc1ccc2nc(CSc3nnc(Cc4cccs4)n3C3CCCCC3)cc(=O)n2c1	i	-0.02
O=C(CCCOc1ccc(Cl)cc1Cl)n1nnc2ccccc21	i	-0.48
CCCCNc1ncnc2c1cnn2-c1ccc(C)cc1C	i	-0.01
Nc1nc2ncc(CNc3ccc(C(=O)N[C@@H](CCC(=O)O)C(=O)O)cc3)nc2c(=O)[nH]1	i	0.8
OCCNCC(O)Cn1ccc2ccccc21 (stereo unspecified)	i	0.1
CCOC(=O)Nc1ccc2c(c1)N(C(=O)CCN1CCN(CCO)CC1)c1ccccc1S2	i	-1.7
CC(C)(C)c1ccc(C(=O)CSc2ncn[nH]2)cc1	i	1.3
O=C(Nc1ccc(F)cc1)N1CCCC(c2nc3c(nnn3Cc3ccccc3Cl)c(=O)[nH]2)C1 (stereo unspecified)	i	0.18
O=C(CSc1nncs1)Nc1ccc2c(c1)OCO2	i	-1.4
O=[N+]([O-])c1ccc(Cl)cc1NCCCN1CCOCC1	i	-0.15
CCC1=C(OC(=O)N(CC)CC)N2C(=O)OC(=NCCc3c[nH]c4ccccc34)[C@]2(Cc2ccccc2)[C@H]2C1=CC[C@H]1C(=O)N(c3ccccc3)C(=O)[C@H]12	i	0.16
CC(=O)N1CCc2cc(S(=O)(=O)Nc3ccc(C)cc3)ccc21	i	-1.4
COc1ccc(-c2nn(-c3ccccc3)cc2/C=C2/SC(=S)N(CCC(=O)O)C2=O)cc1	i	-0.92
Cc1ccccc1NS(=O)(=O)c1ccc(C(=O)NN2CCCCC2)cc1	i	0.96
Cc1csc(SCC(=O)Nc2sc3c(c2C#N)CCC3)n1	i	-2.7
Cc1nnc2n1N=CC=C(c1ccccc1)S2	i	2.3
CNC(=S)N(CCc1ccc(S(N)(=O)=O)cc1)C1CC(=O)N(c2ccccc2F)C1=O (stereo unspecified)	i	2.2
Cc1cccc(NC(=O)CSc2nnc(NC(=O)c3ccc(S(=O)(=O)N4CCOCC4)cc3)s2)c1C	i	0.48
COCCN(CCOC)S(=O)(=O)c1ccc(NC(=O)c2cnccn2)cc1	i	-0.54
Cc1ccnc(N2CCC(C(=O)NNC(=O)c3ccccc3)CC2)n1	i	-0.22
COc1ccc(NC(=O)CSc2ncccc2C(=O)OC(C)C)cc1OC	i	0.57
COCCN(C(=O)COC(=O)Cc1cccc(OC)c1)c1c(N)n(Cc2ccccc2)c(=O)[nH]c1=O	i	0.44
COC(=O)c1c(NC(=O)C2COc3ccccc3O2)sc2c1CCN(C(C)=O)C2 (stereo unspecified)	i	-0.18

At a glance, some entries already given:
SMILES	KCNQ2 block	Kir21 inh
Cc1nnc2n1N=CC=C(c1ccccc1)S2	i	2.3
CNC(=S)N(CCc1ccc(S(N)(=O)=O)cc1)C1CC(=O)N(c2ccccc2F)C1=O (stereo unspecified)	i	2.2

Arranged by SMILES length (smallest number first): part of the list above
SMILES	KCNQ2 block	Kir21 inh
O=[N+]([O-])c1ccc(Cl)cc1NCCCN1CCOCC1	i	-0.15
Cc1cccc(NC(=O)CSc2nnc(NC(=O)c3ccc(S(=O)(=O)N4CCOCC4)cc3)s2)c1C	i	0.48
CCC1=C(OC(=O)N(CC)CC)N2C(=O)OC(=NCCc3c[nH]c4ccccc34)[C@]2(Cc2ccccc2)[C@H]2C1=CC[C@H]1C(=O)N(c3ccccc3)C(=O)[C@H]12	i	0.16

Screening data deposited in PubChem by Johns Hopkins Ion Channel Center.
